STAT1 blocker = STAT1 signaling inhibition; NIH 3T3 STAT1-luciferase reporter, IFN-gamma, luminescence; inhibition, % at 5.5 µM; 200,000 compounds, 0.35% hits;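 active means inhibition above a set limit, the mean inhibition across all tested compounds plus 3 SD, cut at about 34% in these data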;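 further: 0% = IFN-gamma with DMSO and 100% = IFN-gamma with 300 µM nifuroxazide; values of inactives mirror those of a sister screen read the other way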
PPARg SRC-1 ag = agonists of human PPARgamma SRC-1 coactivator recruitment; P37231; PPARgamma-SRC-1 coactivator recruitment biochemical assay; activation, % at 8 µM; 200,000 compounds, 0.41% hits; in the data active means activation above about 19%;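 further: 0% = DMSO and 100% = reference agonist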
Target sequence (P37231 whole entry, looked up): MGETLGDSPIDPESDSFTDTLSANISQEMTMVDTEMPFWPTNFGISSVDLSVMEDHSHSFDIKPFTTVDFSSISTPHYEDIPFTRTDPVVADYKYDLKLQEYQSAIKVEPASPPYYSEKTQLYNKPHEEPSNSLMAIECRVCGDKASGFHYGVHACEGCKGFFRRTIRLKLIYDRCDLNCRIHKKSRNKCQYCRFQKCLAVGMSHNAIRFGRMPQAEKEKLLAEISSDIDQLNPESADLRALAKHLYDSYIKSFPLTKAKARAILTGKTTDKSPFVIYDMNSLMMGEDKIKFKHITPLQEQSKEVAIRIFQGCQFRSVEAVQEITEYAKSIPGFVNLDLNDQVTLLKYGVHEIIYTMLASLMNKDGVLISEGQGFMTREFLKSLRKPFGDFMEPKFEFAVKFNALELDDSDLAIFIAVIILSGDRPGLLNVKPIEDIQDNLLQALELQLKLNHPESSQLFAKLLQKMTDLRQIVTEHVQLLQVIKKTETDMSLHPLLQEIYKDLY
STAT3 act = increases IL-6 driven STAT3 reporter signal; U3A cells, IL-6 STAT3-luciferase reporter, luminescence; 100% = signal with IL-6 EC80 alone; activation (% of control), % at 5.6 µM; 190,000 compounds, 0.91% hits;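 active means activation above the screen-wide mean of compound activation plus 3 SD, cut at about 130% in these data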;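 further: 0% = background luminescence of wells with medium and substrate only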
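Material: STAT1-lacking human U3A cells, STAT3 luciferase reporter | Benchmarks: IL-6-only wells as 100% reference | Probe or stimulus: IL-6 (33 ng/mL) | Timing: Compound 1 h, then IL-6 6 h at 37 °C | Detection: Luminescence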
bIAP act = increases bovine intestinal alkaline phosphatase activity; activation factor at 20 µM; AID 1016; 200,000 compounds, 0.17% hits; purified bovine IAP, CDP-star luminescence, 30 min; active compounds read high; fold of DMSO-control signal, blank-subtracted;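 active means activation factor of 2 or more at 20 µM, a signal rise over negative controls twice the positive control's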
TNAP act hi DEA = activators of human TNAP at high phosphate acceptor concentration; AID 1136; 200,000 tested, under 10 active; activation factor at 20 µM; P05186; purified TNAP, CDP-star luminescence, 1 M DEA, 30 min; active compounds read high; 0 = EDTA background, 1 = DMSO-only activity;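 active means activation factor at least 2 at 20 µM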
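Assay system: human TNAP; Input: enzyme diluted 1/800 final; Reagent: CDP-star luminogenic substrate at 100 µM final; Timing: 30 min, room temperature; Signal: luminescence; Evaluation: TNAP activation factor scaled between EDTA and DMSO control wells.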
PPARg SRC2 recr = PPARgamma-driven SRC-2 recruitment agonism | P37231 | PPARgamma LBD-SRC-2 recruitment, biochemical | activation, % at 8 µM | 200,000 compounds, 0.34% hits | AID 1032; in the data active means activation above about 22%;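 further: 0% = vehicle and 100% = reference agonist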
bIAP inhibitor = intestinal alkaline phosphatase (bovine) inhibition. 190,000 tested, under 10 active. AID 1019. purified bovine IAP, CDP-star luminescence, 30 min. inhibition, % at 20 µM;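 active means over 50% inhibition of intestinal alkaline phosphatase at 20 µM in the single-dose screen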
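Assay system: bovine IAP enzyme; medium: DEA buffer 100 mM, pH 9.8, with MgCl2 1.0 mM, ZnCl2 0.02 mM; doses: 20 µM single dose; incubation: enzyme reaction for 30 min at room temperature; detection: CDP-star luminescence signal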
ROMK primary = human ROMK K+ channel modulation, primary screen; P48048; Tet-inducible ROMK, thallium flux fluorescence; actives lie on both sides; B-score at 10 µM; 130,000 compounds, 2% hits; AID 1918;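 active means signal ratio slope over the read window, or its plate-corrected B-score, at least 3 SD from the plate mean, either direction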;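 further: B-score of the F/F0 ratio slope over 7 to 12 s after thallium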
Target sequence (P48048 whole entry, looked up): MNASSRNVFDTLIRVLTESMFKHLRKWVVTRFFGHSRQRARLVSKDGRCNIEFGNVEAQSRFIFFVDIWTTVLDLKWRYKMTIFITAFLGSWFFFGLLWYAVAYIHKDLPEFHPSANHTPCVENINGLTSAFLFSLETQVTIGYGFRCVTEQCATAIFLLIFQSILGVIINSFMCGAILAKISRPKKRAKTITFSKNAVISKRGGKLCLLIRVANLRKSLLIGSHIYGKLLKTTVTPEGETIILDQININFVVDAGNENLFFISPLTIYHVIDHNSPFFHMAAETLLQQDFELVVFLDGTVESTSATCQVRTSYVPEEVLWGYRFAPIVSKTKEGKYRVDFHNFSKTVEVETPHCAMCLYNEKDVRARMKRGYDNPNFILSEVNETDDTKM
STAT3 inh = reduces IL-6 driven STAT3 reporter signal; U3A cells, IL-6 STAT3-luciferase reporter, luminescence; host cell line lacks STAT1; inhibition, % at 5.5 µM; 190,000 compounds, 0.89% hits; AID 862;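 active means inhibition above the mean inhibition across all screened compounds plus 3 SD, cut at about 44% in these data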;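 further: 0% = DMSO only wells and 100% = 100 µM nifuroxazide control wells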
SRC2 TRFRET art = counter-screen for PPARgamma SRC-2 recruitment agonists: TR-FRET artefact; active compounds read high; TR-FRET ratio at 8 µM; 200,000 compounds, 0.4% hits; in the data active means TR-FRET ratio above about 2000; further: inactives centre near 1500
PPARg SRC-3 ag = PPARgamma-driven SRC-3 recruitment agonism; P37231; biochemical PPARgamma/SRC-3 coactivator recruitment assay; activation, % at 8 µM; 200,000 compounds, 0.26% hits; AID 731; in the data active means activation above about 23%;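 further: 0% = DMSO and 100% = reference agonist; some compounds past the cut are filed as inactive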
The depositor's hits bear a star; i = inactive; · = no result given.

Values run as follows: STAT1 blocker | PPARg SRC-1 ag | STAT3 act | bIAP act | TNAP act hi DEA | PPARg SRC2 recr | bIAP inhibitor | ROMK primary | STAT3 inh | SRC2 TRFRET art | PPARg SRC-3 ag
N#Cc1c(-c2ccc(Br)cc2)cc(-c2cccnc2)nc1N
 : 0 | 6 | 107 | 0.8 | 1 | 1 | 16 | -0.76 | -3 | 1568 | 11
O=c1oc2cc(OCc3ccc([N+](=O)[O-])cc3)ccc2c2c1CCCC2
 : -8 | 4 | 83 | 0.8 | 1 | 9 | 16 | · | 27 | 1591 | 11
Nc1c(S(=O)(=O)c2cccs2)c2nc3ccccc3nc2n1/N=C/c1cccc(O)c1
 : -4 | -1 | 76 | 1.1 | 1 | 6 | -8 | · | 37 | 1650 | 3
Cc1cccc(C(=O)Oc2coc(CSc3nnc(NC(=O)C4CC4)s3)cc2=O)c1
 : 6 | 1 | 95 | 1 | 1 | 1 | 2 | · | 5 | 1638 | 3
CC(=O)c1cnc(N2CCCCC2)nc1C
 : -18 | 1 | 101 | 0.9 | 1 | 10 | 9 | -1.4 | 3 | 1533 | 4
CCCCNC(=O)c1onc(CSc2cccc3ccccc23)c1C(=O)O
 : 10 | -4 | 112 | 0.9 | 1 | 4 | 8 | · | -14 | 1617 | -6
Cc1ccnc(NC(=O)CCC(=O)N(CC(=O)NC2CCCCC2)c2cccc(C)c2C)c1
 : 1 | 5 | 102 | 1 | 1 | 2 | 0 | · | 0 | 1457 | 1
CCCCCOC(=O)c1cc(=O)[nH]c2ccccc12
 : -16 | 3 | 105 | 0.9 | 1.1 | 1 | 9 | · | -3 | 1559 | -13
COc1cccc(-c2nc(-c3ccc4c(c3)-c3ccccc3S4(=O)=O)c(-c3ccccc3)[nH]2)c1OC
 : -5 | -3 | 98 | 0.9 | 1.1 | 3 | 8 | · | 6 | 1819 | -6
CCCCN(CCCC)c1nc2ccccc2nc1C(C#N)C(=O)NCCCOC (centres undefined)
 : 7 | 7 | 107 | 0.9 | 1 | 2 | 8 | · | -8 | 1524 | -11
COc1cnc(SCc2ccc(Cl)c(Cl)c2)nc1Cl
 : -5 | 3 | 95 | 0.9 | 1 | 7 | 12 | · | 12 | 1747 | 2
Cc1ccc(-c2csc(Nc3ccc(S(N)(=O)=O)cc3)n2)o1
 : -7 | -4 | 87 | 1 | 1 | 5 | 2 | -0.56 | 20 | 1545 | 7
Cc1oc(-c2ccc(-c3ccccc3)cc2)nc1CN(C)C1CCOC1 (centres undefined)
 : -75 | 6 | 108 | 1 | 1.1 | -4 | -2 | · | -4 | 1441 | 3
COCCCn1c(SCC(=O)NC(C)(C)C)nnc1-c1ccccc1
 : -4 | 7 | 103 | 1 | 1.1 | -2 | 0 | · | 2 | 1699 | 7
O=C(/C=C/c1ccccc1)NNC(=O)C1CC1
 : 1 | -1 | 93 | 1 | 1 | -1 | -3 | 1.2 | 8 | 1413 | -4
CC(C)CC(=O)OCc1cn(-c2ccccc2)nn1
 : -3 | 3 | 104 | 0.9 | 1 | -1 | 6 | · | 1 | 1341 | 7
O=S(=O)(c1cccc2nsnc12)N1CCN(c2ccccc2F)CC1
 : 6 | 8 | 95 | 1 | 1.1 | 9 | 2 | 0.93 | 12 | 1688 | 6
[O-]/[N+](=C\c1ccccc1)[C@@H]1CCCC[C@@H]1/[N+]([O-])=C/c1ccccc1
 : 20 | 2 | 99 | 1 | 1.1 | 0 | -1 | · | 2 | 1414 | 0
CCOCC(=O)NCc1ccc2c(c1)OCO2
 : 2 | -1 | 102 | 1 | 1 | 4 | -2 | · | -3 | 1612 | 9
COc1ccc2nc(NC(=O)CCn3cccc3)sc2c1
 : -16 | 0 | 88 | 0.9 | 1 | 1 | 8 | -1.2 | 14 | 1359 | -1
CCc1sc(C(=O)Nc2cc(Cl)ccc2N2CCCCC2)cc1C
 : -4 | 2 | 100 | 0.4 | 1 | 2 | · | -0.059 | -1 | 1570 | -4
O=C(CN1CCN(S(=O)(=O)c2ccc(F)cc2)CC1)Nc1cccc(C(F)(F)F)c1
 : 9 | 0 | 99 | 1.1 | 1 | 7 | -7 | -2.3 | 4 | 1558 | 7
COc1ccc(Cl)cc1Nc1nc(NCCO)nc(N2CCCC2)n1
 : -8 | 4 | 99 | 0.8 | 1 | 0 | 24 | -0.5 | 3 | 1740 | 1
O=[N+]([O-])c1cnn2cc(Br)cnc12
 : -8 | 1 | 103 | 1 | 1 | 8 | -2 | 0.073 | 1 | 1651 | 3
C/C(CC(=O)Nc1cc(Cl)ccc1Cl)=N\NC(N)=S
 : 0 | 0 | 109 | 1.1 | 1 | -2 | -11 | · | 0 | 1581 | 2
CC1=C(C(=O)OCc2ccccc2)C(c2ccccc2)NC(=O)N1CCCCCC(=O)O (centres undefined)
 : -1 | 7 | 100 | 0.9 | 1 | 7 | 9 | -0.71 | -3 | 1441 | -4
CCOC(=O)C1(Cc2cccc(OC)c2)CCN(CC2CC=CCC2)CC1 (centres undefined)
 : 7 | -6 | 103 | 1 | 1 | 6 | 1 | · | 4 | 1642 | 6
CC(=O)N(CN1C(=O)c2ccc([N+](=O)[O-])cc2C1=O)c1ccc(F)cc1
 : 4 | -1 | 103 | 0.9 | 1.1 | -11 | 6 | · | 2 | 1563 | 5
Cc1cc(C)c(OCC(=O)Nc2nnn(C)n2)c(Br)c1
 : 0 | 14 | 104 | 0.9 | 1 | 8 | 10 | · | 1 | 1553 | 4
O=C(c1ccc([N+](=O)[O-])cc1)N(Cc1ccc(Cl)cc1Cl)N1C(=O)CCCC1=O
 : 7 | 9 | 102 | 0.9 | 1 | -2 | 14 | 0.039 | -6 | 1276 | -7

A second format for 12 compounds above.
| smiles | STAT1 blocker | PPARg SRC-1 ag | STAT3 act | bIAP act | TNAP act hi DEA | PPARg SRC2 recr | bIAP inhibitor | ROMK primary | STAT3 inh | SRC2 TRFRET art | PPARg SRC-3 ag |
| --- | --- | --- | --- | --- | --- | --- | --- | --- | --- | --- | --- |
| CCOCC(=O)NCc1ccc2c(c1)OCO2 | 2 | -1 | 102 | 1 | 1 | 4 | -2 | · | -3 | 1612 | 9 |
| COc1ccc2nc(NC(=O)CCn3cccc3)sc2c1 | -16 | 0 | 88 | 0.9 | 1 | 1 | 8 | -1.2 | 14 | 1359 | -1 |
| CCc1sc(C(=O)Nc2cc(Cl)ccc2N2CCCCC2)cc1C | -4 | 2 | 100 | 0.4 | 1 | 2 | · | -0.059 | -1 | 1570 | -4 |
| O=C(CN1CCN(S(=O)(=O)c2ccc(F)cc2)CC1)Nc1cccc(C(F)(F)F)c1 | 9 | 0 | 99 | 1.1 | 1 | 7 | -7 | -2.3 | 4 | 1558 | 7 |
| COc1ccc(Cl)cc1Nc1nc(NCCO)nc(N2CCCC2)n1 | -8 | 4 | 99 | 0.8 | 1 | 0 | 24 | -0.5 | 3 | 1740 | 1 |
| O=[N+]([O-])c1cnn2cc(Br)cnc12 | -8 | 1 | 103 | 1 | 1 | 8 | -2 | 0.073 | 1 | 1651 | 3 |
| C/C(CC(=O)Nc1cc(Cl)ccc1Cl)=N\NC(N)=S | 0 | 0 | 109 | 1.1 | 1 | -2 | -11 | · | 0 | 1581 | 2 |
| CC1=C(C(=O)OCc2ccccc2)C(c2ccccc2)NC(=O)N1CCCCCC(=O)O (centres undefined) | -1 | 7 | 100 | 0.9 | 1 | 7 | 9 | -0.71 | -3 | 1441 | -4 |
| CCOC(=O)C1(Cc2cccc(OC)c2)CCN(CC2CC=CCC2)CC1 (centres undefined) | 7 | -6 | 103 | 1 | 1 | 6 | 1 | · | 4 | 1642 | 6 |
| CC(=O)N(CN1C(=O)c2ccc([N+](=O)[O-])cc2C1=O)c1ccc(F)cc1 | 4 | -1 | 103 | 0.9 | 1.1 | -11 | 6 | · | 2 | 1563 | 5 |
| Cc1cc(C)c(OCC(=O)Nc2nnn(C)n2)c(Br)c1 | 0 | 14 | 104 | 0.9 | 1 | 8 | 10 | · | 1 | 1553 | 4 |
| O=C(c1ccc([N+](=O)[O-])cc1)N(Cc1ccc(Cl)cc1Cl)N1C(=O)CCCC1=O | 7 | 9 | 102 | 0.9 | 1 | -2 | 14 | 0.039 | -6 | 1276 | -7 |

Additional entries follow:
Values run as follows: STAT1 blocker | PPARg SRC-1 ag | STAT3 act | bIAP act | TNAP act hi DEA | PPARg SRC2 recr | bIAP inhibitor | ROMK primary | STAT3 inh | SRC2 TRFRET art | PPARg SRC-3 ag
COC(=O)c1ccccc1S(=O)(=O)N1CCC(C(=O)OC(C)C(=O)NC(N)=O)CC1 (centres undefined)
 : 7 | 1 | 100 | 1.1 | 1 | 4 | -12 | 0.53 | 1 | 1515 | 0
COC(=O)c1ccccc1S(=O)(=O)N(Cc1cc2ccc(OC)cc2[nH]c1=O)CC1CCCO1 (centres undefined)
 : 5 | 12 | 97 | 1 | 1 | 6 | 3 | · | 10 | 1582 | 1
CCN(CC)C(=O)c1cc2cc(Br)ccc2oc1=O
 : -8 | -1 | 100 | 0.9 | 1 | 6 | 11 | · | 5 | 1690 | 11
O=[N+]([O-])c1ccccc1-c1ccc(/C=N/n2cnnc2)o1
 : 0 | 6 | 129 | 1 | 1 | 14 | 3 | 1.2 | -24 | 1521 | 8
Cc1nc(SCCC(C)C)c([N+](=O)[O-])[nH]1
 : 4 | 2 | 100 | 0.9 | 1 | 8 | 6 | 0.47 | 1 | 1649 | -2
CN(CC(=O)N1CCN(c2ccccn2)CC1)S(=O)(=O)c1ccc2ccccc2c1
 : 4 | 1 | 97 | 1 | 1 | 1 | -2 | · | 7 | 1616 | 2
CC(=O)c1cc(C#N)c(SCC(=O)OC(C)C)nc1C
 : -1 | 3 | 90 | 1 | 1 | 4 | 1 | -0.42 | 15 | 1586 | -9
CC1CCN(C(=O)CSCc2ccc(Cl)cc2)CC1
 : -25 | -1 | 109 | 0.9 | 1.1 | -2 | 12 | · | -7 | 1559 | 9
Cc1[nH]nc2c1C(c1ccccc1)C1=C(CC(C)(C)CC1=O)N2 (centres undefined)
 : 11 | i | 84 | 1 | 1 | i | 0 | · | 22 | i | i
O=C1CCc2cc(S(=O)(=O)NC(Cc3ccccc3)C(=O)NC3CCCCC3)ccc2N1 (centres undefined)
 : -5 | 10 | 103 | 0.9 | 1.1 | 8 | 5 | · | 6 | 1645 | 0
O=S(=O)(NCc1ccco1)c1ccc2c(c1)Cc1ccccc1-2
 : 1 | -3 | 93 | 0.9 | 1 | 8 | 11 | 0.19 | 12 | 1614 | 10
CCC(=O)N=c1sc2cc(F)cc(F)c2n1C
 : -5 | 3 | 140* | · | · | 5 | · | · | -44 | 1817 | 5
CC(C)c1csc(CN2CCN(CCc3ccccc3)C(CCO)C2)n1 (centres undefined)
 : 8 | -4 | 105 | 1.1 | 1 | -8 | -7 | -0.75 | -5 | 1401 | -6
CC(NCC(O)COc1ccc(S(=O)(=O)N2CCOCC2)cc1)c1ccccc1 (centres undefined)
 : -2 | 10 | 113 | 1.1 | 1 | 3 | -10 | 1.1 | -15 | 1686 | 3

Assay outcomes as filed in PubChem.
